Screening data (PubChem)
M1 antag = antagonists of human M1 muscarinic receptor; P11229; inhibition, % at 3 µM; CHO-K1 hM1, Fluo-8 calcium fluorescence, ACh EC80 antagonist; 360,000 tested, 1.3% active;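 active = percent inhibition above its own plate's cutoff, namely the mean of that plate's compound wells plus 3 SD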;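 note: peak over basal fluorescence ratio during 140 s after agonist addition; 0% = ACh EC80 plus DMSO and 100% = DMSO alone without agonist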
CHO parental Ca = counter-screen for OX1R antagonists: effect in parental CHO cells | inhibition, % at 5.6 µM | 330,000 tested, 0.63% active | parental CHO-K1, ATP-induced calcium, Fluo-8 fluorescence;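 active = inhibition above that plate's mean sample inhibition plus 3 SD, cut at about 26% in these data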;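 note: 0% = ATP-challenged DMSO wells and 100% = DMSO wells without ATP; some compounds past the cut are filed as inactive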
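material = parental CHO cells | also added = ATP as calcium-mobilizing challenge | dosing = single point at 5.6 µM | detection = intracellular calcium via Fluo-8 no-wash fluorescent dye | read-out = % inhibition | benchmarks = low control ATP plus DMSO, high control DMSO only | repeats = one well per compound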
CHRM1 PAM = human CHRM1 positive allosteric modulation; CHO-K1 hM1, Fluo-8 calcium fluorescence, ACh EC20; 0% = ACh EC20, 100% = maximal ACh; activation, % at 3 µM; AID 588819; P11229; 360,000 tested, 0.088% active; in the data active = activation above about 19%, passing the limit was not always enough
OXTR potentiator = potentiates the human oxytocin receptor response; P30559; CHO-OTR cells, Fluo-8 calcium fluorescence, potentiator mode; 0% = oxytocin EC15, 100% = EC100; activation, % at 3 µM; 320,000 tested, 0.061% active;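 active = activation above that plate's cutoff, the mean activation of tested compounds plus 3 SD, cut at about 6.6% in these data, passing the limit was not always enough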;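 note: 100% uses oxytocin at 75 nM as the full agonist control; some results filed as inactive read as strong as hits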
Target sequence (P30559 whole entry, looked up): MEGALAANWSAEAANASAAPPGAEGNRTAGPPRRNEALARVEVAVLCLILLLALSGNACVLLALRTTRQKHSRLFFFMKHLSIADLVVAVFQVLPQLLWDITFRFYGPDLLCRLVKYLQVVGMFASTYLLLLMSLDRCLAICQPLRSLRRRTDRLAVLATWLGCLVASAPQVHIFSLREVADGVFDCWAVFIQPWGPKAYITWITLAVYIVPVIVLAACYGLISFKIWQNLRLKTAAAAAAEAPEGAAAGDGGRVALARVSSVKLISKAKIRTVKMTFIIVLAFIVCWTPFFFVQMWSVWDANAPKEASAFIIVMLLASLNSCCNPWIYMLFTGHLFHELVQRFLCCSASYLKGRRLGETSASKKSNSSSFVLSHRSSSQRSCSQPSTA
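System: human OTR in CHO cells / Also added: sub-maximal oxytocin, roughly EC15 / Control set: EC15 oxytocin low, 75 nM oxytocin high / Schedule: 6 min compound pre-incubation at room temperature, 100 s kinetic read / Compound: single-point 3.0 µM / Replication: singlicate / Technique: Fluo-8 calcium dye fluorescence / Read-out basis: % activation of max/min ratio relative to oxytocin controls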
CHO-K1 Ca antag = nonselective inhibitor or artifact in parental CHO-K1 cells; ATP-induced calcium, Fluo-8 fluorescence; inhibition, % at 3 µM; 360,000 tested, 0.6% active; AID 602250;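 active = inhibition above a per-plate cutoff, the plate's mean sample inhibition plus 3 SD, cut at about 24% in these data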;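 note: 0% = DMSO plus EC80 ATP and 100% = DMSO alone without ATP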
M1 ag = agonists of human M1 muscarinic receptor; 360,000 tested, 0.33% active; P11229; activation, % at 3 µM; CHO-K1 hM1, Fluo-8 calcium fluorescence, agonist mode; 0% DMSO, 100% acetylcholine EC100; AID 588814;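 active = activation above the run's mean compound activation plus 3 SD, cut at about 16% in these data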;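 note: peak over basal fluorescence ratio within a 140 s kinetic read after compound addition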
M1 ag parental = M1 agonist counterscreen hit in parental CHO-K1 cells; Fluo-8 calcium fluorescence; scaled to maximal ATP response, vehicle zero; activation, % at 3 µM; 360,000 tested, 0.48% active; in the data active = activation above about 15%;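 note: untransfected CHO-K1 host cells lacking M1 receptor as counterscreen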
CHRM4 antagonist = antagonists of human muscarinic M4 receptor (CHRM4). 360,000 tested, 0.73% active. inhibition, % at 3 µM. CHO-hM4 cells, ACh EC80, Fluo-8 calcium fluorescence;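 active = inhibition above its plate's cutoff, the mean inhibition of sample wells plus 3 SD, cut at about 27% in these data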;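 note: 0% = acetylcholine EC80 with DMSO and 100% = DMSO without agonist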
Target sequence (P08173 whole entry, looked up): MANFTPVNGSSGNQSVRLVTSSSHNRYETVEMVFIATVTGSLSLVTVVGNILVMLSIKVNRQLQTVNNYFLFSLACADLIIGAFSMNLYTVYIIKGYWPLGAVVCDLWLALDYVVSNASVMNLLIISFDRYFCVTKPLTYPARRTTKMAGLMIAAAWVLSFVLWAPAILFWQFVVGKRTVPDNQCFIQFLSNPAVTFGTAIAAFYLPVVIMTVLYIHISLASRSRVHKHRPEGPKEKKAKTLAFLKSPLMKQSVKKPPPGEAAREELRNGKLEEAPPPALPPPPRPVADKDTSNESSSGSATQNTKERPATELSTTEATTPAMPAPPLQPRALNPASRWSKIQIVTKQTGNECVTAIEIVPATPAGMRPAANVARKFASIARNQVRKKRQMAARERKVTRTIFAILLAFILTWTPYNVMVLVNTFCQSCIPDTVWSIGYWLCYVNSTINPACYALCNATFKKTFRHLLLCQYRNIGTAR
M4 ag = agonists of human muscarinic M4 receptor (CHRM4); P08173; CHO-K1 hM4/Gqi5, Fluo-8 calcium fluorescence; vehicle 0%, full acetylcholine response 100%; activation, % at 3 µM; 360,000 tested, 0.14% active; AID 624127;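 active = activation above the run mean over all test wells plus 3 SD, cut at about 32% in these data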;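 note: peak over basal fluorescence ratio per well then scaled between controls; 0% = DMSO wells and 100% = acetylcholine at EC100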
Starred values were filed as active, the others as inactive; / = no result given.

SMILES	M1 antag	CHO parental Ca	CHRM1 PAM	OXTR potentiator	CHO-K1 Ca antag	M1 ag	M1 ag parental	CHRM4 antagonist	M4 ag
COc1cc(OC)c(C(=O)Nc2ncn[nH]2)cc1OC	-19	-9	1	1	-3	-4	-0.4	0	0
Cc1ccc(NC(=O)Nc2ccc3c(c2)N(C)C(=O)CS3)cc1C	32*	22	-23	-9	35*	0	13	18	24
O=C(CNCCc1ccccc1)Nc1ccc(C(=O)N2CCCCC2)cc1	-8	-13	9	-2	3	-1	0.5	-14	4
Cc1cc(C(=O)NC(C)C2CCCO2)cs1 (stereo not drawn)	2	-5	12	-1	4	7	-0.3	0	1
Cc1c(NC(=O)COC(=O)c2ccc(F)c(S(=O)(=O)N3CCOCC3)c2)c(=O)n(-c2ccccc2)n1C	-2	-9	13	-3	10	-14	2.1	6	0
CCCCOc1ccc(N(CC(=O)NCC2CCCO2)C(=O)CCC(=O)Nc2nccs2)cc1 (stereo not drawn)	-5	-13	7	5	-16	-15	0.4	-14	0
CNCc1cc(C)n(-c2cc(S(=O)(=O)N3CCOCC3)ccc2N2CCCC2)c1C	2	/	-4	/	-1	-8	0.6	0	0
COC(=O)Cn1c(=N)n(CCN2CCCCC2)c2ccccc21	-1	-4	6	2	-10	-5	0.0	-5	0
CCOC(=O)/C(=N\Nc1cc(Cl)ccc1Cl)N1CCN(C)CC1	7	-18	-6	7	-4	-9	1.0	8	4
Clc1ccccc1-c1ncnc2ccc(Br)cc12	11	-20	-12	-1	4	-7	3.6	-6	13
Nc1nc(SCc2ccc(Cl)cc2Cl)ns1	-5	-10	6	4	-4	-2	0.0	1	1
Cn1cccc1C1CCCN1CC(=O)Nc1ccc(F)c(F)c1F (stereo not drawn)	5	-14	-3	-5	-14	-6	0.5	0	1
CNC(=O)N(C1=NCCCCC1)c1ccc(Br)cc1	6	1	-8	-7	2	-8	-0.1	6	0
CCCCn1c(C)cc(/C=C(\C#N)C(=O)O)c1C	-1	0	4	-1	0	-1	0.7	1	1
COc1ccc(CNC(=O)CSc2nnc(NC(=O)C3CC3)s2)cc1	-14	2	16	-7	-7	-2	1.1	-9	1
COc1ccc(N2CCN(C(=O)COc3ccc4c(C)c(C)c(=O)oc4c3C)CC2)cc1	-1	-1	10	1	2	3	4.1	2	1
CC1CC(C)CN(C(=O)COC(=O)CNS(=O)(=O)/C=C/c2ccccc2)C1 (stereo not drawn)	-4	-16	3	-12	-4	-3	1.0	-8	2
CC(O)CNc1nc2c(c(=O)n(Cc3cccc(Cl)c3)c(=O)n2C)n1C (stereo not drawn)	-13	-8	12	-4	-13	-2	1.0	-5	2
O=C(CSc1ccc(-c2ccco2)nn1)NC1CCCC1	-10	-10	5	4	-11	-2	0.5	1	0
Cn1c(=O)c(/C(N)=N/OC(=O)c2ccccc2)cn(-c2ccccc2)c1=O	-12	-4	10	-13	-13	-3	0.9	-5	1
Cc1cc(NC(=O)CSc2nnc(-c3c[nH]c4ccccc34)n2-c2ccc(F)cc2)no1	16	1	-8	-2	13	-1	3.7	9	15
O=C(Nc1nc2ccccc2n1CCN1CCOCC1)c1cn(-c2ccccc2)nc1-c1ccccc1	-10	-31	8	-9	-7	-1	1.8	10	7
CC(Oc1ccc(C(=O)c2ccccc2)cc1)C(=O)N1CCOCC1 (stereo not drawn)	-8	-14	2	0	-6	-3	1.8	1	1
CCOc1cccc(N(C(=O)CNC(=O)c2ccco2)C(C(=O)NCC2CCCO2)c2ccccc2)c1 (stereo not drawn)	8	-25	-5	-10	4	-2	4.1	-14	14
Cn1c(SCC(=O)N2CCCC2)nc2cccnc21	-4	9	8	-1	-10	-4	0.3	4	1
Cc1ccc(NC(=O)C2CCN(S(=O)(=O)c3ccc4c(c3)oc(=O)n4C)CC2)cc1	-8	-2	8	-3	-14	-4	1.4	4	3
O=C(Cn1cncn1)NCCCc1ccccc1	-14	-2	14	-10	-2	-1	0.9	-18	2
CN(c1ccccc1)c1ncnc2c1ncn2C	-1	/	3	/	-7	-3	0.6	-9	2
CC(=O)Nc1cccc(-c2cnc(NC(C)=O)cn2)c1	7	/	-1	/	-1	-1	-0.1	1	0
CC(=O)CCC(=O)c1ccc2ccccc2c1	1	-10	10	-5	-9	-5	1.9	2	1

Records listed above marked active in M1 antag:
molecule	M1 antag	CHRM1 PAM	OXTR potentiator	CHRM4 antagonist	M4 ag
Cc1ccc(NC(=O)Nc2ccc3c(c2)N(C)C(=O)CS3)cc1C	32*	-23	-9	18	24

The listing continues.
SMILES	M1 antag	CHO parental Ca	CHRM1 PAM	OXTR potentiator	CHO-K1 Ca antag	M1 ag	M1 ag parental	CHRM4 antagonist	M4 ag
COc1ccc2c(c1)C(C)=CC(C)(C)N2S(=O)(=O)c1ccc(Br)cc1	-5	-6	-2	-14	0	-12	-0.4	0	3
Cc1c(Cl)cccc1NC(=O)CCN1CCC(C(N)=O)CC1	-21	-9	21	8	2	0	0.1	-4	0
O=C(Cc1csc(-c2ccccc2)n1)NCc1ccc(F)cc1	1	-16	4	3	1	-6	0.4	7	0
CCOC(=O)C1(C)CCN1C(=O)c1cc(OC)ccc1Br (stereo not drawn)	-19	/	11	/	-1	-2	0.3	-4	0
O=C(CCCC(=O)N1CCN(c2ccccc2F)CC1)N1CCN(c2ccccc2F)CC1	-8	-22	5	-4	0	-1	2.3	9	3
N#Cc1ccccc1Sc1ccccc1C(=O)Nc1ccccc1	1	-20	-1	-14	-11	-4	1.6	2	1
CCCc1n(CC)c2ccccc2[n+]1CC(O)COC1CCCCC1 (stereo not drawn)	0	-6	8	4	-7	-14	5.7	5	0
CC1=CC(=O)C(Sc2ccc(C)cc2)=CC1=O	-5	/	9	/	-2	-1	0.3	7	2
C[C@@H]1CN([C@H](C)CO)C(=O)c2cc(-c3ccc(C#N)cc3)cnc2O[C@H]1CN(C)C(=O)c1ccccc1	3	/	-4	/	-11	-11	0.3	-1	1
CCCc1ccc(Oc2c(-c3ccc(O)c(C)c3O)n[nH]c2C)cc1	7	29*	10	-6	3	0	0.1	6	5
CCN1/C(=C/c2sc(-c3ccccc3C)c[n+]2C)Sc2ccccc21	48*	/	-17	/	34*	-1	11	23	11
Cn1c(N)c(C(=O)CCl)c(=O)n(Cc2ccccc2)c1=O	-6	0	6	-4	-9	-1	0.7	-6	2
N/C(=N\OS(=O)(=O)c1ccc2ccccc2c1)c1ccncc1	-23	0	0	-17	-9	1	1.8	-1	2
Cn1c(C(=O)N2CCN(c3ccc(F)cc3)CC2)cc2ccccc21	-24	-10	13	-1	-12	0	2.0	-1	5
CCN(C(=O)CSc1nnc(SC)s1)c1c(N)n(Cc2ccccc2)c(=O)[nH]c1=O	-8	-10	5	-4	-3	-1	-0.6	-4	2

Molecules listed so far containing a cyano group, in the order listed:
SMILES	M1 antag	CHO parental Ca	CHRM1 PAM	OXTR potentiator	CHO-K1 Ca antag	M1 ag	M1 ag parental	CHRM4 antagonist	M4 ag
CCCCn1c(C)cc(/C=C(\C#N)C(=O)O)c1C	-1	0	4	-1	0	-1	0.7	1	1
N#Cc1ccccc1Sc1ccccc1C(=O)Nc1ccccc1	1	-20	-1	-14	-11	-4	1.6	2	1
C[C@@H]1CN([C@H](C)CO)C(=O)c2cc(-c3ccc(C#N)cc3)cnc2O[C@H]1CN(C)C(=O)c1ccccc1	3	/	-4	/	-11	-11	0.3	-1	1

Remaining list, next part.
SMILES	M1 antag	CHO parental Ca	CHRM1 PAM	OXTR potentiator	CHO-K1 Ca antag	M1 ag	M1 ag parental	CHRM4 antagonist	M4 ag
COCCNC(=O)/C(C#N)=C/c1ccc(O)c([N+](=O)[O-])c1	12	-3	-1	-6	-9	-6	0.3	-5	0
COc1ccc2cc3cc(C(=O)NCCC(C)C)oc3nc2c1	-11	-12	9	4	-14	-6	0.2	-19	3
Cc1ccc(C(C(=O)NC2CCCC2)N(Cc2ccc(F)cc2)C(=O)c2snc(C(N)=O)c2N)o1 (stereo not drawn)	-1	-26	1	-5	-12	-6	1.9	-5	6
O=S(=O)(c1cccc(-c2cn3cc(Cl)ccc3n2)c1)N1CCOCC1	-2	-23	4	-8	-9	-6	-0.7	-3	0
CCOC(=O)NC1CCc2cc(OC)c(OC)c(OC)c2-c2ccc(SC)c(=O)cc21 (stereo not drawn)	-10	/	3	/	-3	-5	-0.1	-14	0
OC(COc1c(F)cc(Br)cc1F)CN1CCc2ccccc2C1 (stereo not drawn)	-5	-17	4	-7	-10	-8	1.2	-8	3
Cc1ccc2nc(-c3ccco3)c(Nc3ccccc3)n2c1	-5	-23	-18	-8	-6	-12	1.0	3	0
CCn1cc(/C=N\NC(=O)c2cc(-c3ccccc3OC)nc3ccccc23)c(C)n1	2	-14	-8	-5	-7	-1	2.0	4	4
Cc1ccc(NC(=O)COC(=O)CN2CCSC2=O)cc1F	-5	/	7	/	-2	-2	0.6	2	1
C#CCn1c(=NC(=O)c2ccc(S(=O)(=O)N3CCCc4ccccc43)cc2)sc2cc(S(N)(=O)=O)ccc21	2	8	-3	-15	11	-2	0.5	10	1
CCOC(=O)C1=C(COC(=O)Cc2ccccc2[N+](=O)[O-])NC(=O)NC1C (stereo not drawn)	-19	/	14	/	12	6	1.6	-8	5
CCS(=O)(=O)Nc1cccc(C2=NN(S(C)(=O)=O)C(c3cccs3)C2)c1 (stereo not drawn)	12	-16	-1	-3	-2	-3	1.6	5	4
CCOC(=O)N=S(=O)(Oc1ccc([N+](=O)[O-])cc1)c1ccccc1 (stereo not drawn)	5	-15	2	2	-4	-5	0.2	5	-1
O=C(NC1CC(=O)N(c2ccc(F)cc2)C1)N1CCN(C(=O)c2ccco2)CC1 (stereo not drawn)	-4	-3	8	-12	1	-1	0.7	0	1
Cc1ccc(C2/C(=C(\O)c3ccc4c(c3)OCCO4)C(=O)C(=O)N2CC2CCCO2)cc1 (stereo not drawn)	-3	/	14	/	5	0	0.1	-8	1
COc1ccc(-c2oc3ccc(-c4ccc5c(c4)OCO5)cc3c2C#CC2(O)CCCCC2)cc1	7	-23	-4	-10	-8	-2	-0.2	-1	0
O=C(CNc1cccc(Cl)c1)NNC(=S)NCc1ccccc1	8	2	0	-5	-5	-4	0.4	11	1
CCN(CC(=O)NC1CCS(=O)(=O)C1)c1ccc(S(=O)(=O)N(CC)CC)cc1[N+](=O)[O-] (stereo not drawn)	10	-6	-7	-3	-4	-9	0.2	0	1
CCOC(=O)Cn1c(=NC(=O)CSC(C)=O)sc2cc(F)ccc21	17	-8	-10	-5	4	-2	-0.3	-11	1
CCC(=O)Nc1nc2nc(C)cc(=O)n2[nH]1	-4	11	10	-2	-1	-3	0.4	1	-1
O=C(CNC(=O)N1CC(=O)Nc2ccccc21)Nc1ccc(Cl)cc1	-4	-3	6	2	7	-1	0.3	3	1
C[C@@H]1CN([C@H](C)CO)C(=O)c2cc(-c3ccccc3)cnc2O[C@@H]1CN(C)C(=O)C1CCOCC1	-10	/	3	/	-4	-2	-0.4	-6	0
O=C(c1cc([N+](=O)[O-])cc([N+](=O)[O-])c1)N1CCCc2ccccc21	-11	-15	8	-13	-21	-6	0.1	-4	0
